NR2E3 ag-1 – inhibitors of NR2E3-RetCOR corepressor binding, primary screen, NR2E3 agonist project, biochemical, TR-FRET, GST-NR2E3, biotin-RetCOR; Photoreceptor-specific nuclear receptor (Homo sapiens), Q9Y5X4; 1536-well; inhibition of corepressor binding, % at 4.78 µM; 0.12% of 320,000 active; AID 2300, 2010;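 active = percent inhibition above the cutoff of mean plus 3 SD of all tested compounds, set per screening campaign, cut at about 20% in these data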;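 also: 0% = DMSO wells and 100% = biotin wells as full block of FRET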
Target sequence (Q9Y5X4 whole entry, looked up): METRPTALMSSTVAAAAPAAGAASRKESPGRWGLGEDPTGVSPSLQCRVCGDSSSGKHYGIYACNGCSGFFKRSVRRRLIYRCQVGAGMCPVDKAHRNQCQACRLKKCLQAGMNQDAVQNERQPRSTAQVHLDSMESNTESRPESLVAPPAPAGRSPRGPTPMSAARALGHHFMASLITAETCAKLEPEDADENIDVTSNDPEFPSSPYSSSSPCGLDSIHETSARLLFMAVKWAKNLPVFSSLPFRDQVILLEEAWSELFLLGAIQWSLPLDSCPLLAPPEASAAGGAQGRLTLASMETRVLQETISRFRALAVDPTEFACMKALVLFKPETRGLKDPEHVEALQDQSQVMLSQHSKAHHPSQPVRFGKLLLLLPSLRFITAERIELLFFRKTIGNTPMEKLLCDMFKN
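Assay system: NR2E3–RetCOR corepressor complex. Quantity: 1.35 nM GST-NR2E3. Buffer or medium: pH 7.5 Tris-based buffer. Reagent: biotinylated RetCOR corepressor at 7 nM final. Schedule: 5 h at 4 °C. Detection: TR-FRET, emission read at 617 and 671 nm. Replicates: one well per compound, singlicate testing.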
Shn3 3UTR inh – reduction of Shn3 3'UTR firefly luciferase signal, primary screen, Schnurri-3 inhibitor project, cell-based, Clone20 osteoblasts, set 2. inhibition, % at 12.5 µM. AID 588674, 2011. Clone20 osteoblast Shn3 3'UTR firefly luciferase, 24 h. 0.52% of 360,000 active;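 active = mean inhibition of at least 75% with every replicate also reaching 75%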;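 also: 0% = median of neutral control wells and 100% = pilot-screen positive control compound; some compounds past the cut are filed as inactive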
HIF-2a inh – HIF-2a reporter inhibitors, primary screen, luminescence, 786-0 RCC cells; 786-0 RCC cells HIF-2a reporter, luciferase luminescence, overnight; inhibition, % at 18.8 µM; 0.72% of 360,000 active;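 active = inhibition of the luminescence signal of 40% or more relative to plate controls, in a single-dose primary screen at 18.75 µM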
CF NFkB inh – inhibitors of PAF-induced NF-kB signaling, primary screen, cell-based, GFP fluorescence, uHTS. 0.86% of 360,000 active. KKLEB NF-kB-GFP reporter, GFP fluorescence overnight. inhibition, % at 5 µM;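 active = at least 50% inhibition at 5 µM, scaled per plate between neutral and stimulator controls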;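 also: PAF is a Pseudomonas aeruginosa culture filtrate used as stimulus; plate controls were PAF-stimulated DMSO wells for no effect and unstimulated DMSO wells for full effect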
MITF TRPM1 inh – inhibitors of MITF-dependent TRPM1 promoter reporter, primary screen, cell-based, SK-MEL-5, single point, luciferase; 0.83% of 330,000 active; inhibition, % at 12.5 µM; SK-MEL-5 TRPM1 promoter luciferase, 24 h;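 active = mean inhibition across replicates of 60% or more, whatever share of single replicates reaches that level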; also: values of inactives mirror those of a sister screen read the other way
EBV LMP1 NFkB – EBV LMP1-driven NF-kappaB luciferase reporter inhibitors, primary screen, cell-based, luminescence, single point; 0.69% of 350,000 active; LMP1-induced NF-kappaB luciferase reporter cells; AID 504558, 2011; inhibition, % at 12.5 µM; in the data active = inhibition above about 41%;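 also: 0% = neutral control wells and 100% = reference inhibitor control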
C8 TRAIL sens – viability loss with TRAIL in NB7+C8 cells, primary screen, TRAIL sensitizer project, cell-based, ATPlite luminescence; 1% of 360,000 active; inhibition (viability loss, TRAIL sensitization), % at 10 µM;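 active = compounds causing at least 50% loss of cell viability in the single-dose screen, relative to plate controls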
Peg3 promoter – Peg3 promoter-driven luciferase inhibitors, primary screen, cell-based, HeLa, luciferase luminescence | HeLa PEG-Prom luciferase reporter, overnight | inhibition, % at 20 µM | 1.7% of 360,000 active | AID 588405, 2011;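 active = inhibition of at least 50% at 20 µM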
NR2E3 ag-2 – NR2E3 agonists in two-hybrid cells, primary screen, cell-based, luminescence, CHO-S, Gal4-NCOR/VP16-NR2E3 | Photoreceptor-specific nuclear receptor (Homo sapiens), Q9Y5X4 | luciferase | inhibition of corepressor binding, % at 3.98 µM | 0.35% of 360,000 active | AID 602229, 2012;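 active = inhibition above the mean of all tested compounds plus 3 SD, cut at about 70% in these data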;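 also: 0% = DMSO with NR2E3 transfected cells and 100% = cells lacking NR2E3 construct; higher means lower luciferase signal from less NR2E3 corepressor binding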
iPSC survival up – enhancers of single-cell hiPSC survival, primary screen, ATPlite luminescence | 100% = ROCK inhibitor wells, 0% = DMSO | survival enhancement, % at 20 µM | 0.044% of 360,000 active | AID 602274, 2012; in the data active = survival enhancement above about 18%;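 also: cells exposed to compounds for 16 hours before the ATP read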
KKLEB cytotox – cytotoxicity in KKLEB CF airway cells, primary screen, cytotoxicity control for CF NF-kB inhibitor project, cell-based, uHTS, fluorescence assay plates | KKLEB CF airway cells viability, ATPlite luminescence, overnight; hits give low values; cells stimulated with P. aeruginosa culture filtrate | activity change (cytotoxicity), % at 5 µM | 0.36% of 360,000 active;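 active = corrected activity change at or below -50% at 5 µM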
Starred values were filed as active, the others as inactive. Not all compounds are listed (hit frequency here may not be typical).

CCCOc1ccc(C(=O)Nc2ccc(S(=O)(=O)Nc3cc(C)nc(C)n3)cc2)cc1 was read as NR2E3 ag-1 -1, Shn3 3UTR inh -12, HIF-2a inh 11, CF NFkB inh -10, MITF TRPM1 inh 9, EBV LMP1 NFkB 3, C8 TRAIL sens -13, Peg3 promoter -13, NR2E3 ag-2 -21, iPSC survival up 0.5 and KKLEB cytotox 2.
For CCC(=O)c1ccc(OCC(=O)NC2CCN(Cc3ccccc3)CC2)cc1 the results were Shn3 3UTR inh 2, HIF-2a inh 11, CF NFkB inh 0, MITF TRPM1 inh 6, EBV LMP1 NFkB 4, C8 TRAIL sens 7, Peg3 promoter 7, NR2E3 ag-2 -5, iPSC survival up -2.6 and KKLEB cytotox 9.
For CC(=O)c1cnc2cc(C)nn2c1C the results were NR2E3 ag-1 2, Shn3 3UTR inh 2, HIF-2a inh 4, CF NFkB inh -2, MITF TRPM1 inh 6, EBV LMP1 NFkB -10, C8 TRAIL sens -2, Peg3 promoter -5, NR2E3 ag-2 -2, iPSC survival up 4.8 and KKLEB cytotox -4.
For CCc1ccc(C(=O)N2CCN(c3ccc(F)cc3)CC2)s1 the results were NR2E3 ag-1 5, Shn3 3UTR inh -36, HIF-2a inh -63, CF NFkB inh 1, MITF TRPM1 inh -7, EBV LMP1 NFkB -3, C8 TRAIL sens -7, Peg3 promoter -20, NR2E3 ag-2 13, iPSC survival up -1.1 and KKLEB cytotox 9.
`CCc1c(C(=O)Nc2ccccc2C(N)=O)csc1C` gave NR2E3 ag-1 4, Shn3 3UTR inh 3, HIF-2a inh -181, CF NFkB inh 3, MITF TRPM1 inh -35, EBV LMP1 NFkB -7, C8 TRAIL sens 13, Peg3 promoter -66, NR2E3 ag-2 -27, iPSC survival up -0.3 and KKLEB cytotox -2.
`COc1cc([N+](=O)[O-])ccc1NC(=O)C1C2C=CC(C2)C1C(=O)O` (configuration not stated) gave NR2E3 ag-1 0, Shn3 3UTR inh -2, HIF-2a inh 1, CF NFkB inh -5, MITF TRPM1 inh -14, EBV LMP1 NFkB 4, C8 TRAIL sens -19, Peg3 promoter 5, NR2E3 ag-2 -12, iPSC survival up -0.1 and KKLEB cytotox 9.
CCCCOC(=O)CSc1nc(N)c(C#N)c(-c2ccc(OCC)cc2)c1C#N was read as NR2E3 ag-1 -3, Shn3 3UTR inh 13, HIF-2a inh 38, CF NFkB inh 6, MITF TRPM1 inh -9, EBV LMP1 NFkB 5, C8 TRAIL sens -12, Peg3 promoter 18, NR2E3 ag-2 2, iPSC survival up 4.3 and KKLEB cytotox -12.
O=C(O)c1cc(NN=Nc2cccc(S(=O)(=O)O)c2)cc([N+](=O)[O-])c1 was read as NR2E3 ag-1 -3, Shn3 3UTR inh -2, HIF-2a inh 23, CF NFkB inh -1, MITF TRPM1 inh 0, EBV LMP1 NFkB -2, C8 TRAIL sens 1, Peg3 promoter 11, NR2E3 ag-2 11, iPSC survival up 1.9 and KKLEB cytotox 1.
`CC(CC(=O)Nc1nnc(C(C)(C)C)s1)c1ccccc1` (configuration not stated) gave NR2E3 ag-1 -1, Shn3 3UTR inh 7, HIF-2a inh -11, CF NFkB inh 5, MITF TRPM1 inh -3, EBV LMP1 NFkB 11, C8 TRAIL sens -6, Peg3 promoter 3, NR2E3 ag-2 1, iPSC survival up -0.2 and KKLEB cytotox -1.
Screening Cc1ccc(S(=O)(=O)N(C)c2ccc3sc(C)nc3c2)cc1 returned NR2E3 ag-1 2, Shn3 3UTR inh 23, HIF-2a inh 8, CF NFkB inh 10, MITF TRPM1 inh 4, EBV LMP1 NFkB 4, C8 TRAIL sens -5, Peg3 promoter 12, NR2E3 ag-2 -13, iPSC survival up -0.4 and KKLEB cytotox -2.
Screening CCOc1ccccc1N1Cc2ccccc2C1 returned NR2E3 ag-1 2, Shn3 3UTR inh -3, HIF-2a inh -10, CF NFkB inh -13, MITF TRPM1 inh 10, EBV LMP1 NFkB -1, C8 TRAIL sens -1, Peg3 promoter -15, NR2E3 ag-2 -17, iPSC survival up -1.2 and KKLEB cytotox -1.
`Cc1ccc(NCc2nc3ccccc3n2C)c(C)c1` gave NR2E3 ag-1 1, Shn3 3UTR inh -28, HIF-2a inh -134, CF NFkB inh -25, MITF TRPM1 inh 19, EBV LMP1 NFkB -1, C8 TRAIL sens 83*, Peg3 promoter -115, NR2E3 ag-2 -114, iPSC survival up -0.8 and KKLEB cytotox -25.
For O=C(O)c1cccc(S(=O)(=O)NCC2COc3ccccc3O2)c1 (configuration not stated) the results were Shn3 3UTR inh -2, HIF-2a inh 0, CF NFkB inh -25, MITF TRPM1 inh 7, EBV LMP1 NFkB 5, C8 TRAIL sens 3, Peg3 promoter 4, NR2E3 ag-2 -14, iPSC survival up -4.8 and KKLEB cytotox 25.
For Cc1ccc(CN2CCN(Cc3cnc(N4CCOCC4)s3)CC2CCO)o1 (configuration not stated) the results were NR2E3 ag-1 4, Shn3 3UTR inh 13, HIF-2a inh 9, CF NFkB inh 2, MITF TRPM1 inh 52, EBV LMP1 NFkB 4, C8 TRAIL sens -1, Peg3 promoter 1, NR2E3 ag-2 -4, iPSC survival up -0.1 and KKLEB cytotox 10.
For CCOC(=O)N1CCN(C2=C(NS(=O)(=O)c3ccc(NC(C)=O)cc3)C(=O)c3ccccc3C2=O)CC1 the results were NR2E3 ag-1 -6, Shn3 3UTR inh 2, HIF-2a inh -20, CF NFkB inh 19, MITF TRPM1 inh 34, EBV LMP1 NFkB 1, C8 TRAIL sens 1, Peg3 promoter 2, NR2E3 ag-2 -39, iPSC survival up -0.4 and KKLEB cytotox 13.
O=C(Cn1nc(C(=O)O)c2ccccc2c1=O)Nc1cc(Cl)cc(Cl)c1 was read as NR2E3 ag-1 2, Shn3 3UTR inh -1, HIF-2a inh 11, CF NFkB inh -3, MITF TRPM1 inh 9, EBV LMP1 NFkB -1, C8 TRAIL sens 18, Peg3 promoter 20, NR2E3 ag-2 4, iPSC survival up 0.3 and KKLEB cytotox 4.
Screening COc1cccc(C(=O)NCC(=O)N/N=C/c2ccc3c(c2)OCO3)c1 returned NR2E3 ag-1 -3, Shn3 3UTR inh -27, HIF-2a inh -29, CF NFkB inh 4, MITF TRPM1 inh -11, EBV LMP1 NFkB -4, C8 TRAIL sens 2, Peg3 promoter -44, NR2E3 ag-2 -28, iPSC survival up 0.6 and KKLEB cytotox -1.
For Cc1cn([C@H]2C[C@H](O)[C@@H](/C=C/C(=O)NCCc3cccs3)O2)c(=O)[nH]c1=O the results were Shn3 3UTR inh 11, HIF-2a inh 6, CF NFkB inh -6, C8 TRAIL sens -20, Peg3 promoter 8, NR2E3 ag-2 -5, iPSC survival up 2.7 and KKLEB cytotox -9.
O=[N+]([O-])c1cccc(S(=O)(=O)N2CCN(c3ccccn3)CC2)c1 was read as NR2E3 ag-1 1, Shn3 3UTR inh 10, HIF-2a inh 4, CF NFkB inh -13, EBV LMP1 NFkB -5, C8 TRAIL sens -2, Peg3 promoter -3, NR2E3 ag-2 8, iPSC survival up -0.5 and KKLEB cytotox 12.
For COc1ccc(CCNC(=O)CN(c2ccc(OC)c(OC)c2)S(=O)(=O)c2ccccc2)cc1OC the results were NR2E3 ag-1 3, Shn3 3UTR inh 9, HIF-2a inh 17, CF NFkB inh 1, MITF TRPM1 inh 4, C8 TRAIL sens 15, Peg3 promoter 6, NR2E3 ag-2 -5, iPSC survival up -0.1 and KKLEB cytotox 12.
`COc1ccc(-c2csc3nc(-c4ccc(C)cc4)oc(=O)c23)cc1OC` gave NR2E3 ag-1 2, Shn3 3UTR inh 56, HIF-2a inh -22, CF NFkB inh 32, MITF TRPM1 inh 11, EBV LMP1 NFkB -68, C8 TRAIL sens 7, Peg3 promoter 7, NR2E3 ag-2 -1, iPSC survival up -1.4 and KKLEB cytotox -42.
For COc1ccccc1N1CCN(C(=O)COc2cc(C)cc(C)c2)CC1 the results were NR2E3 ag-1 3, Shn3 3UTR inh 6, HIF-2a inh 13, CF NFkB inh 4, MITF TRPM1 inh 12, EBV LMP1 NFkB -6, C8 TRAIL sens -11, Peg3 promoter 7, NR2E3 ag-2 -9, iPSC survival up 1.0 and KKLEB cytotox 4.
`CCCCN(C(=O)CCCSc1nc2ccccc2[nH]1)c1c(N)n(Cc2ccccc2)c(=O)[nH]c1=O` gave NR2E3 ag-1 1, Shn3 3UTR inh -6, HIF-2a inh 13, CF NFkB inh -5, MITF TRPM1 inh 10, EBV LMP1 NFkB -1, C8 TRAIL sens 6, Peg3 promoter 14, NR2E3 ag-2 -2, iPSC survival up -0.5 and KKLEB cytotox 3.
Screening CC1=C(C(=O)OCC2CCCO2)C(c2coc3ccccc3c2=O)C2=C(CCCC2=O)N1 (configuration not stated) returned NR2E3 ag-1 4, Shn3 3UTR inh -13, HIF-2a inh 17, CF NFkB inh 10, MITF TRPM1 inh 14, EBV LMP1 NFkB -1, C8 TRAIL sens -5, Peg3 promoter 19, NR2E3 ag-2 0, iPSC survival up 0.0 and KKLEB cytotox -2.
Screening CSCCC(NS(=O)(=O)c1ccc2c(c1)oc(=O)n2C)C(=O)NCc1ccccc1 (configuration not stated) returned NR2E3 ag-1 -4, Shn3 3UTR inh -15, HIF-2a inh 12, CF NFkB inh -14, MITF TRPM1 inh 5, EBV LMP1 NFkB -3, C8 TRAIL sens 15, Peg3 promoter 5, NR2E3 ag-2 10, iPSC survival up -0.1 and KKLEB cytotox -6.
O=c1c2ccccc2nc(SCc2cn3ccsc3n2)n1-c1ccccc1 was read as NR2E3 ag-1 -1, Shn3 3UTR inh 12, HIF-2a inh 18, CF NFkB inh -19, MITF TRPM1 inh 7, EBV LMP1 NFkB 7, C8 TRAIL sens -28, Peg3 promoter 2, NR2E3 ag-2 -15, iPSC survival up 1.9 and KKLEB cytotox 4.
`COc1ccc(-c2cc(C(=O)NC(C)c3ccccn3)c3ccccc3n2)cc1OC` (configuration not stated) gave NR2E3 ag-1 1, Shn3 3UTR inh -89, HIF-2a inh -42, CF NFkB inh -10, MITF TRPM1 inh -15, EBV LMP1 NFkB 0, C8 TRAIL sens 29, Peg3 promoter 26, NR2E3 ag-2 -10, iPSC survival up -0.5 and KKLEB cytotox -3.
